West Nile virus CPE: West Nile virus antiviral activity, cell-based, CPE readout (AID 1621) | CPE inhibition, % at 10 µM; hits with a dose series show IC50 in µM | West Nile virus-infected cells, CPE inhibition; higher % means a stronger effect | hit rate 0.02% among 290,000; in the data active = a potency from the dose series; inconclusive = CPE inhibition mostly from about 3.7% at the one dose, without a potency; inactive = the rest, 99 in 100 with CPE inhibition below about 2.2%; also: strong numbers were not always called active
Lipid droplet: inhibitors of hepatocyte lipid droplet formation, primary screen, imaging, high-throughput imaging, BODIPY stain; AML12 mouse hepatocytes, oleate lipid droplets; inhibition, % at 6.5 µM; hit rate 0.4% among 240,000; AID 1656, 2009;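 active = lipid droplet intensity inhibited by at least 50%, with more than 500 cells counted; inconclusive = wells with under 300 cells, treated as cytotoxic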
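Assay system: AML12 mouse liver cells | Compound: 6.5 µM single-point dosing | Schedule: Overnight exposure | Technique: Fluorescence imaging, 20x objective, two fields per well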
T cell modulator: modulators of CD8 T cell-vesicle binding, primary screen, mouse 2C CD8+ T cells, flow cytometry; hit rate 0.068% among 330,000; 2C CD8+ T cell-vesicle binding; hits give low values; AID 2052, 2009; calls only at 7 µM;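 active = response, share of CD8 T cells binding vesicles, and their 90th percentile fluorescence all below set limits, cut at about 80% in these data, passing the limit was not always enough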
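material = purified 2C TCR transgenic mouse naive CD8+ T cells | controls = Unloaded micro-vesicles (low), QL9 vesicles with 0.7% DMSO (high) | detection = cytometric PE anti-B7-1 and Alexa647 anti-CD8 signals after 1% paraformaldehyde fixation | incubation = binding step 1.5 h, 37 °C, antibody labelling 20 min, ice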
Myeloid diff MLP: induction of myeloid progenitor differentiation, primary screen, cell-based, flow cytometry, MLPCN library; ER-HoxA9 myeloid progenitors, lysozyme-GFP differentiation; hit rate 1% among 360,000; calls only at 10 µM;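 active = normalized GFP-positive differentiation at or above the plate's own cutoff, the solvent-only control mean plus 3 SD; inconclusive = no clear call, values can overlap the other calls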;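 also: cells exposed to compound for four days before flow analysis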
Lipid droplet cells 6.5 µM: also measured in Lipid droplet; calls as there; cell count; measured here: cell count, cytotoxicity flag;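 cells counted across two imaged fields per well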
T cell modulator vesicle-bound %: further read-out of T cell modulator, marked with its call; double positive events, %; measured here: CD8+ vesicle-bound cell fraction;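 binding gate set so that unloaded-vesicle control wells show 10% double positive cells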
Myeloid diff MLP GFP+ MAC1+ %: also measured in Myeloid diff MLP; calls as there; GFP+ MAC1+ double positive, %; measured here: differentiation confirmed by MAC1 staining
* marks the source's active call; other numbers are inactive results; i = inactive; ? = inconclusive; · = not tested or not shown. These rows are one share of the data (hit frequency here may not be typical).

item	Compound	West Nile virus CPE	Lipid droplet	Lipid droplet cells 6.5 µM	T cell modulator
1	COc1ccc(NC(=O)N(C)C[C@H]2Oc3c(NS(=O)(=O)c4cccs4)cccc3C(=O)N([C@@H](C)CO)C[C@@H]2C)cc1	·	·	·	i
2	CCOc1ccccc1C(=O)NCC(=O)OCCCOC(=O)CNC(=O)c1ccccc1OCC	·	·	·	i
3	CC1CC(C)(C)CC(=O)C1C(=O)c1ccccc1 (configuration not stated)	·	·	·	i
4	Cc1cccnc1NC(=O)c1ccc(Cl)c(S(=O)(=O)N2CCCCC2)c1	·	·	·	i
5	Cc1ccc(S(=O)(=O)Nc2cccc3c2O[C@H](CN(C)C(=O)Nc2ccc(C(F)(F)F)cc2)[C@@H](C)CN([C@H](C)CO)C3=O)cc1	·	·	·	i
6	COc1ccc(-c2csc3ncnc(N4CCN(S(=O)(=O)c5cccs5)CC4)c23)cc1	·	·	·	i
7	Cc1cc(C(=O)NNCc2ccccc2)no1	·	·	·	i
8	CN(c1ccc(OCC(=O)NCCc2ccccc2)cc1)S(=O)(=O)c1ccc(Cl)cc1	·	·	·	i

item	T cell modulator vesicle-bound %	Myeloid diff MLP	Myeloid diff MLP GFP+ MAC1+ %
1	32	i	0.6
2	44	i	1.1
3	45	i	0.3
4	24	i	1.0
5	13	i	0.3
6	55	i	0.8
7	34	i	4.3
8	50	i	0.9

Next section:
item	Compound	West Nile virus CPE	Lipid droplet	Lipid droplet cells 6.5 µM	T cell modulator
9	Cc1ccc(-n2c(SCC(=O)N(C)C3CCS(=O)(=O)C3)nc3ccccc3c2=O)c(C)c1 (configuration not stated)	·	·	·	i
10	O=C(N/N=C/c1ccc(Cl)cc1Cl)c1ccc(-n2cnnn2)cc1	·	·	·	i
11	C[C@H]1CN=C(N(C)C)N1CCC1CCCCC1	·	·	·	i
12	O=C1[C@H]2[C@@H](c3ccc(F)cc3)N3C(=O)N(c4cccc(Br)c4)C(=O)[C@@]3(Cc3ccccc3)[C@H]2C(=O)N1C1CCCCC1	·	·	·	i
13	O=C(CCCN=C1NS(=O)(=O)c2ccccc21)OCC(=O)c1ccc(F)c(F)c1	·	·	·	i
14	COc1ccc([C@H]2CC(=O)C=C(c3cccc(OC)c3OC)C2)cc1OC	·	·	·	i
15	Cn1c(=O)c2c(ncn2CC(=O)OCC(=O)c2ccc(Cl)cc2)n(C)c1=O	·	·	·	i
16	CCOc1ccc(NS(=O)(=O)c2cc(C(=O)NCCCN3CCCC3=O)ccc2C)cc1	·	·	·	i

item	T cell modulator vesicle-bound %	Myeloid diff MLP	Myeloid diff MLP GFP+ MAC1+ %
9	44	i	1.0
10	46	i	0.6
11	30	i	0.2
12	18	i	1.5
13	51	i	1.0
14	35	i	0.6
15	50	i	0.8
16	30	i	0.6

Individual results from the results shown:
O=C1[C@H]2[C@@H](c3ccc(F)cc3)N3C(=O)N(c4cccc(Br)c4)C(=O)[C@@]3(Cc3ccccc3)[C@H]2C(=O)N1C1CCCCC1 – Myeloid diff MLP GFP+ MAC1+ % = 1.5
COc1ccc([C@H]2CC(=O)C=C(c3cccc(OC)c3OC)C2)cc1OC – Myeloid diff MLP GFP+ MAC1+ % = 0.6
O=C(N/N=C/c1ccc(Cl)cc1Cl)c1ccc(-n2cnnn2)cc1 – T cell modulator vesicle-bound % = 46
CCOc1ccc(NS(=O)(=O)c2cc(C(=O)NCCCN3CCCC3=O)ccc2C)cc1 – Myeloid diff MLP GFP+ MAC1+ % = 0.6

Going on with the list:
item	Compound	West Nile virus CPE	Lipid droplet	Lipid droplet cells 6.5 µM	T cell modulator
17	O=C(Nc1cc(S(=O)(=O)N2CCCCC2)ccc1Cl)c1ccncc1	·	·	·	i
18	Cc1ccc(SCC(=O)OC(C)C(=O)N2CCc3ccccc32)cc1 (configuration not stated)	·	·	·	i
19	Cc1cc(C)n(C(=O)CNC(=O)c2cccc(F)c2)n1	0.3%	15	780	·
20	CCOc1ccc(N(CC(=O)N2CCN(c3ccccc3OC)CC2)S(=O)(=O)c2ccc(C)cc2)cc1	-0.6%	-2	843	·
21	Cc1cc2c(SCC(=O)NCC3CCCO3)ncnc2s1 (configuration not stated)	1.4%	-3	800	·
22	COc1ccc(C(C(=O)NCC2CCCO2)N(C(=O)c2snc(C(N)=O)c2N)c2ccc(C)cc2)cc1OC (configuration not stated)	0.8%	-3	788	·
23	CCOc1ccc(NC(=O)CN2CCN(CC(=O)Nc3ccc(N(C)C)cc3)CC2)cc1	-0.3%	0	802	·
24	CC(C)NC(=O)c1ccc2c(c1)N(CC(=O)NC1CCCCC1)C(=O)C(C)(C)O2	-0.4%	-3	725	·

item	T cell modulator vesicle-bound %	Myeloid diff MLP	Myeloid diff MLP GFP+ MAC1+ %
17	31	i	0.5
18	58	i	1.2
19	·	i	0.8
20	·	i	1.7
21	·	i	3.8
22	·	i	0.3
23	·	i	0.2
24	·	i	0.7

Further results follow:
item	Compound	West Nile virus CPE	Lipid droplet	Lipid droplet cells 6.5 µM	T cell modulator
25	COc1ccc(-c2cn(-c3ccc(C)c(Cl)c3)c(=S)[nH]2)cc1OC	0.2%	-3	776	·
26	Cc1ccc(C)c(Cn2nc3c4ccccc4n(Cc4ccccc4)cc-3c2=O)c1	-0.6%	-17	788	·
27	COc1ccc(Nc2nc(-c3ccccc3F)nc3ccccc23)cc1OC	-0.5%	8	767	·
28	COCCC(=O)N1CCC(Oc2ccc(C(=O)N3CCCC(COC)C3)cc2)CC1 (configuration not stated)	-0.7%	-2	814	·
29	CCC(=O)N1CCN(c2ccc(NC(=O)c3ccco3)cc2Cl)CC1	-1.0%	12	850	·
30	Cc1ccc2c(CN3CCCCC3C)cc(=O)oc2c1C (configuration not stated)	0.5%	6	748	·
31	COc1cccc(S(=O)(=O)NCc2ccc(C(=O)N3CCN(C)CC3)cc2)c1	-0.1%	-3	825	·
32	Nc1ccc2nc(-c3cccc(-c4nc5ccc(N)cc5[nH]4)c3)[nH]c2c1	0.3%	-15	838	·

item	T cell modulator vesicle-bound %	Myeloid diff MLP	Myeloid diff MLP GFP+ MAC1+ %
25	·	i	0.3
26	·	i	0.1
27	·	i	0.2
28	·	i	1.3
29	·	i	0.5
30	·	i	0.3
31	·	i	1.7
32	·	i	0.5

Overlap with the part before: 5 entries, then new ones.
item	Compound	West Nile virus CPE	Lipid droplet	Lipid droplet cells 6.5 µM	T cell modulator
28	COCCC(=O)N1CCC(Oc2ccc(C(=O)N3CCCC(COC)C3)cc2)CC1 (configuration not stated)	-0.7%	-2	814	·
29	CCC(=O)N1CCN(c2ccc(NC(=O)c3ccco3)cc2Cl)CC1	-1.0%	12	850	·
30	Cc1ccc2c(CN3CCCCC3C)cc(=O)oc2c1C (configuration not stated)	0.5%	6	748	·
31	COc1cccc(S(=O)(=O)NCc2ccc(C(=O)N3CCN(C)CC3)cc2)c1	-0.1%	-3	825	·
32	Nc1ccc2nc(-c3cccc(-c4nc5ccc(N)cc5[nH]4)c3)[nH]c2c1	0.3%	-15	838	·
33	CCCCc1nc2cc(C(=O)N3CCC(O)CC3)ccc2o1	0.4%	12	693	·
34	CC(=O)c1ccc(NC(=O)CN2CCN(CC(=O)Nc3ccc(C(C)=O)cc3)CC2)cc1	-0.5%	0	818	·
35	Cn1c(CNC(=O)c2ccco2)nnc1SCCOc1ccccc1	-0.1%	1	723	·
36	CCOc1ccccc1NC(=O)N1CCCC1C(=O)NCc1ccco1 (configuration not stated)	0.4%	40	800	·
37	CCOc1cccc(C(=O)Nc2cc(C)ccc2NC(=O)c2ccco2)c1	-0.1%	-12	822	·
38	COc1ccccc1-n1c(C)c(C(=O)O)c2cc(OC)c3ccccc3c21	2.3%	9	827	·
39	CCc1ccc(NC(=O)CC2S/C(=N/N=C3CCCCCC3)NC2=O)cc1 (configuration not stated)	-0.4%	9	840	·
40	CC1CCN(C(=S)NC(=O)c2ccc(C(C)(C)C)cc2)CC1	0.4%	9	833	·

item	T cell modulator vesicle-bound %	Myeloid diff MLP	Myeloid diff MLP GFP+ MAC1+ %
28	·	i	1.3
29	·	i	0.5
30	·	i	0.3
31	·	i	1.7
32	·	i	0.5
33	·	i	4.4
34	·	i	0.5
35	·	i	1.2
36	·	i	4.0
37	·	i	0.4
38	·	i	0.4
39	·	i	0.0
40	·	i	0.4

(further entries)
item	Compound	West Nile virus CPE	Lipid droplet	Lipid droplet cells 6.5 µM	T cell modulator
41	Cc1ccccc1C(=O)Nc1ccnn1C1CCN(Cc2c(C)n(C)c3ccccc23)CC1	0.1%	-6	629	·
42	COc1cc(Cl)ccc1OCc1cc(C(=O)NCC(C)(C)N2CCOCC2)no1	-0.5%	-17	516	·
43	Cc1onc(-c2ccccc2Cl)c1C(=O)N1CCC(C(N)=O)CC1	-0.3%	-3	750	·
44	COc1nccnc1NS(=O)(=O)c1ccc(N)cc1	0.1%	13	809	·
45	Cc1ccc2oc(C(=O)NC3CCS(=O)(=O)C3)c(C)c2c1 (configuration not stated)	-0.6%	-2	833	·
46	C[C@@H]1CN(c2c(F)c(F)c3c(=O)c(C(=O)O)cn(C4CC4)c3c2F)C[C@H](C)N1	0.1%	4	791	·
47	COc1ccc(CN2CCNC(=O)C2CC(=O)NC2CCOCC2)cc1C (configuration not stated)	-0.3%	5	803	·
48	O=C(Cc1ccccc1)NCC(=O)Nc1cc(Cl)ccc1Cl	0.1%	1	753	·

item	T cell modulator vesicle-bound %	Myeloid diff MLP	Myeloid diff MLP GFP+ MAC1+ %
41	·	i	7.7
42	·	?	·
43	·	i	0.5
44	·	i	0.4
45	·	i	0.8
46	·	i	0.3
47	·	i	0.7
48	·	i	4.2

(listing goes on)
item	Compound	West Nile virus CPE	Lipid droplet	Lipid droplet cells 6.5 µM	T cell modulator
49	COc1ccc(C(C(=O)NC2CCCCC2)N(CC2CCCO2)C(=O)CCCC(=O)Nc2ccccn2)cc1 (configuration not stated)	-0.6%	-3	719	·
50	COc1ccc(CCN2CC(C(=O)NCCc3cccc(F)c3)CCC2=O)cc1 (configuration not stated)	-0.2%	-1	630	·
51	CC1CN(c2ccc(Cl)cc2)c2nc3c(c(=O)[nH]c(=O)n3C)n2C1 (configuration not stated)	-0.6%	12	822	·
52	CN(CCc1cn[nH]c1)C(=O)C1CCC(=O)N(CC2CCCCC2)C1 (configuration not stated)	-0.6%	-2	847	·
53	COc1ccc(CCN2CC(C(=O)NCc3cc(C(C)C)no3)CCC2=O)cc1 (configuration not stated)	0.1%	-10	666	·
54	CCOC(=O)/C(C#N)=C/c1c(N2CCN(c3cccc(Cl)c3)CC2)nc2c(C)cccn2c1=O	0.6%	18	813	·
55	Cc1ccc([N+](=O)[O-])cc1NC(=S)NC(=O)c1c(Cl)cnn1C	0.3%	-6	806	·
56	COCc1cc(C)nc(Sc2nc3c(c(=O)n(C)c(=O)n3C)n2C)c1C#N	-0.2%	5	858	·

item	T cell modulator vesicle-bound %	Myeloid diff MLP	Myeloid diff MLP GFP+ MAC1+ %
49	·	i	1.0
50	·	i	0.9
51	·	i	0.4
52	·	i	0.4
53	·	?	·
54	·	i	0.5
55	·	i	0.3
56	·	i	0.6

Other records:
item	Compound	West Nile virus CPE	Lipid droplet	Lipid droplet cells 6.5 µM	T cell modulator
57	CCOc1ccccc1CN1CCC(Oc2ccc(C(=O)NCc3ccccn3)cc2)CC1	0.0%	-1	642	·
58	Cc1onc(-c2ccccc2Cl)c1C(=O)N1CCCCCC1	0.1%	-3	759	·
59	CCc1ccc2oc(C(=O)N3CCN(c4ccc(OC)cc4)CC3)cc(=O)c2c1	-0.2%	10	676	·
60	Cc1ccc(S(=O)(=O)Nc2cc(=O)[nH]c(SCC(=O)Nc3cccc(C(F)(F)F)c3)n2)cc1	-0.7%	-7	716	·
61	CCN1CCN(C(=O)c2cc(-c3ccc(Cl)s3)nc3ccccc23)CC1	-1.2%	-9	815	·
62	Cc1ccc(N(C(=O)c2snc(C(N)=O)c2N)C(C(=O)NCC2CCCO2)c2ccc3ncccc3c2)cc1 (configuration not stated)	0.0%	-6	766	·
63	COC(=O)c1cc(OC)c(OC)cc1NC(=S)N1CCOCC1	0.7%	8	846	·
64	C#Cc1ccc(CN2CCC(Oc3cc(C(=O)NC4CC4)ccc3OC)CC2)cc1	0.1%	-21	686	·

item	T cell modulator vesicle-bound %	Myeloid diff MLP	Myeloid diff MLP GFP+ MAC1+ %
57	·	?	·
58	·	i	0.9
59	·	i	0.8
60	·	i	0.2
61	·	i	0.5
62	·	i	3.0
63	·	i	0.6
64	·	i	0.4

Assay outcomes: PubChem BioAssay, several laboratories
